ULK1 inh: inhibitors of human ULK1 kinase | AID 1259251 | inhibition, % at 5.96 µM | 30,000 compounds, 1.9% hits | O75385 | AlphaScreen Atg13 phosphorylation by ULK1, luminescence; in the data active means inhibition above about 43%;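 further: 0% = median of compound wells and 100% = no enzyme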
Target sequence (O75385 whole entry, looked up): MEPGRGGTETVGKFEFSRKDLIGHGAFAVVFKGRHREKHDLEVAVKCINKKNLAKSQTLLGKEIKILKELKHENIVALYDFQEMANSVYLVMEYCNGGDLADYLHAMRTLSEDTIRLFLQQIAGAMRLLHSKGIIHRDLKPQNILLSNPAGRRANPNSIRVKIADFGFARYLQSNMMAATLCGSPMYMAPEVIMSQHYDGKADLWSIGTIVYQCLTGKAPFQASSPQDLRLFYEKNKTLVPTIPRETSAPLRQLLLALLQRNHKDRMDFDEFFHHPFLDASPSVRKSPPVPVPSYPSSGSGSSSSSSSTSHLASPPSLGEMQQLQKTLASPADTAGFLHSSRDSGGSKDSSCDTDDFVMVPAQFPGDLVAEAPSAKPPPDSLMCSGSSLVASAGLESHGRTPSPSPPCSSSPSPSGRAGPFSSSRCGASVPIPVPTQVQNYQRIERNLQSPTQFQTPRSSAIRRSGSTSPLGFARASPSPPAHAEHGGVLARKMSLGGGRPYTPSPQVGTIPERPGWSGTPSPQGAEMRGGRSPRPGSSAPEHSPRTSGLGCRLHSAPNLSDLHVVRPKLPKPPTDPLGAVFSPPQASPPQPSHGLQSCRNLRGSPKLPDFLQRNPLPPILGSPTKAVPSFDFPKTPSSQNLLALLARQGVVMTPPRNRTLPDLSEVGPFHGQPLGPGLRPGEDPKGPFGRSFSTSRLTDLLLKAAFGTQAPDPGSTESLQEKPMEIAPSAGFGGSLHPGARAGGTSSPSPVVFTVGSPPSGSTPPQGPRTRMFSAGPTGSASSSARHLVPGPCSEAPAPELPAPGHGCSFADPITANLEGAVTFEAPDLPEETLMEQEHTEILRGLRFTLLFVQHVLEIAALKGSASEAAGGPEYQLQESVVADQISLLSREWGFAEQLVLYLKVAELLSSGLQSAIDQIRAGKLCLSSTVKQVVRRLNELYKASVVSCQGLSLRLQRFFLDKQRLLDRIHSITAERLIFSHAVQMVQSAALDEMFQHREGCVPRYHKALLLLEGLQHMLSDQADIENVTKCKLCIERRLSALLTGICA
ASK1 primary: human ASK1 kinase inhibition, primary screen; AID 1159602; 22,000 compounds, 0.99% hits; AlphaScreen MKK6 phosphorylation by ASK1, luminescence; Q99683; inhibition, % at 7.44 µM; in the data active means inhibition above about 35%;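 further: 0% = median of compound wells and 100% = no enzyme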
* marks the source's active call; other numbers are inactive results; . = not tested or not shown; & = joins results of further samples. Outcome played no part in choosing rows; overall some 2.3% were active at least once.

SMILES	ULK1 inh	ASK1 primary
FC(F)(F)c1ccc(Cn2cnc3c(NCCN4CCOCC4)nc(Nc4ccncn4)nc32)cc1	-8	15
NS(=O)(=O)c1ccc(Nc2nccc(-c3cccc(OCCN4CCCCC4)c3)n2)cc1	-16	-4
c1ccc(OCCNc2nc(-c3ccccc3)nc3c2ncn3-c2ccccc2)cc1	0	0
O=C([C@H](O)COc1ccc(Br)cc1)N1CCC(Nc2ccc3cnccc3c2)CC1	-20	-11
COc1cc(-c2cn[nH]c2)ccc1C(=O)N1CCc2ccccc2C1	1	5
CC(C)n1cnc2c(NCc3cccc(C(F)(F)F)c3)nc(-c3ccccc3)nc21	-20&-13	-16&-7
CC(=O)c1cccc(-c2nccc(NCc3nc4ccccc4[nH]3)n2)c1	-4	-1
Cc1onc(-c2c(F)cccc2Cl)c1C(=O)N[C@@H]1C(=O)N2C(C(=O)O)C(C)(C)S[C@H]12 (stereo partly specified)	7	.
COC(CNc1cc(-c2ccc(F)cc2)nc(-c2ccccn2)n1)OC	-4	.
Cc1cc(NCCc2ccc(O)cc2)nc(NCc2ccc3c(c2)OCO3)n1	-16	8
Nc1[nH]c(=O)ncc1F	-2	.
NC(=O)c1cnccn1	-6	.
CCCNC(=O)c1ccc2nc(NCc3ccc4c(c3)OCO4)sc2c1	10	7
NC(C(=O)Nc1ccc(-c2ccnc3ncccc23)cc1)c1ccc(Cl)cc1 (stereo unspecified)	-6	7
COCCN(C1CCN(C)CC1)S(=O)(=O)c1ccc(OC)cc1	4	.
COc1ccc(CCNC(=O)c2ccc3nc(Nc4ccncc4)sc3c2)cc1	3	-6
CCCNc1nc(Nc2ccc(-n3ccnc3)cc2)nc2c1ncn2-c1ccccc1	-14	23
COc1ccc(-c2nc3ccc(C(=O)Nc4ccc(Oc5ccccc5)cc4)cc3s2)cn1	-1	18
Cc1[nH]c(=S)c(C#N)c(C)c1C(=O)Nc1ccccc1	9	.
O=C(NCc1nc2ccccc2[nH]1)c1ccc2nc(N3CCOCC3)sc2c1	-14	-17
COc1cc(Nc2nc(NCCN(C(C)C)C(C)C)c3ncn(-c4ccsc4)c3n2)cc(OC)c1OC	-3	1
Nc1ccc2nc(C3CCCCC3)[nH]c2c1	15	.
c1cncc(CNc2nc(Nc3ccc4ncccc4c3)nc3c2ncn3-c2ccsc2)c1	9	-6
CCN(CC)C(=O)C1CCCN(c2ncc(C)c(NCc3ccccc3)n2)C1 (stereo unspecified)	14	-11
O=c1ccc2cc(NC3CCNCC3)ccc2[nH]1	-5	-27
NC(=O)c1ccc2cnn(-c3ccc(F)cc3)c2c1	-2	-2
COc1cc2nc(Nc3ccc(N4CCOCC4)cc3)nc(N)c2cc1OC	5	11
COc1cc(NC(=O)c2ccc(-c3ccc(N4CCOCC4)nc3)s2)cc(OC)c1OC	-27	5
O=C(NCc1cccc(C(F)(F)F)c1)c1ccnc(N2CCN(c3ccccn3)CC2)c1	-12	-25
CCN(CC)C(=O)C1CCCN(c2ccc(-n3cc(CC(=O)NC4CC4)c4ccccc43)nn2)C1 (stereo unspecified)	10	-16
FC(F)(F)c1cccc(CNc2nc(-c3ccccc3)nc3c2ncn3C2CCCCC2)c1	-3	-13
CCN(CC)c1ccc2cc(/C(C)=N/NC(N)=O)c(=O)oc2c1	-1	.
O=C(NC1CC1)c1cncc(-c2ccccc2)c1	-2	-1
CCOC(=O)C(F)(C(=O)OCC)c1ccccc1	1	.
O=C(Nc1ccc(N2CCOCC2)cc1)c1cccc(-n2cc3c(n2)CCNC3)c1	4	6
Cc1ccn2cc(-c3ccc(NS(=O)(=O)c4ccc(I)cc4)cc3)nc2n1	-8	.
COc1ccc(Nc2nccc(NCc3cccc(C(F)(F)F)c3)n2)cc1	-32	-4
Nc1nccc(-c2cc(F)c3nc(C4COc5ccc(C(=O)CCc6ccccc6)cc5C4)[nH]c3c2)n1 (stereo unspecified)	5	-24
COc1ccc(-c2cccc(C(=O)Nc3ccccc3)n2)cn1	-2	-4
C[C@]12C=CC(=O)C=C1CC[C@@H]1[C@@H]2[C@@H](O)C[C@@]2(C)[C@H]1CC[C@]2(O)C(=O)CO	8	.
c1ccc(CN2CCC(Nc3nc(NCCN4CCOCC4)c4ncn(-c5ccsc5)c4n3)CC2)cc1	-6	1
CO/N=C(\C(=O)NC1C(=O)N2C(C(=O)OCOC(=O)C(C)(C)C)=C(/C=C\c3scnc3C)CSC12)c1csc(N)n1 (stereo unspecified)	9	.
Nc1ccc(S(=O)(=O)NC(=O)c2ccccc2)cc1	9	.
CC(=O)Nc1ccc(-c2ccnc3c2ccn3S(=O)(=O)c2ccc(C)cc2)cc1	-6	-13
O=C(NCc1ccccc1)c1cc2cc(Cl)ccc2oc1=O	0	.
COC1C(OC(N)=O)C(O)C(Oc2ccc3c(O)c(NC(=O)c4ccc(O)c(CC=C(C)C)c4)c(=O)oc3c2C)OC1(C)C (stereo unspecified)	11	.
O=C(NC1CC1)c1ccc(-c2cc(Nc3ccccc3)ncn2)cc1	7	0
COc1ccc(CCNC(=O)c2ccnc(Nc3cnccn3)c2)cc1	-14	-7

17 successive records already listed:
SMILES	ULK1 inh	ASK1 primary
FC(F)(F)c1ccc(Cn2cnc3c(NCCN4CCOCC4)nc(Nc4ccncn4)nc32)cc1	-8	15
NS(=O)(=O)c1ccc(Nc2nccc(-c3cccc(OCCN4CCCCC4)c3)n2)cc1	-16	-4
c1ccc(OCCNc2nc(-c3ccccc3)nc3c2ncn3-c2ccccc2)cc1	0	0
O=C([C@H](O)COc1ccc(Br)cc1)N1CCC(Nc2ccc3cnccc3c2)CC1	-20	-11
COc1cc(-c2cn[nH]c2)ccc1C(=O)N1CCc2ccccc2C1	1	5
CC(C)n1cnc2c(NCc3cccc(C(F)(F)F)c3)nc(-c3ccccc3)nc21	-20&-13	-16&-7
CC(=O)c1cccc(-c2nccc(NCc3nc4ccccc4[nH]3)n2)c1	-4	-1
Cc1onc(-c2c(F)cccc2Cl)c1C(=O)N[C@@H]1C(=O)N2C(C(=O)O)C(C)(C)S[C@H]12 (stereo partly specified)	7	.
COC(CNc1cc(-c2ccc(F)cc2)nc(-c2ccccn2)n1)OC	-4	.
Cc1cc(NCCc2ccc(O)cc2)nc(NCc2ccc3c(c2)OCO3)n1	-16	8
Nc1[nH]c(=O)ncc1F	-2	.
NC(=O)c1cnccn1	-6	.
CCCNC(=O)c1ccc2nc(NCc3ccc4c(c3)OCO4)sc2c1	10	7
NC(C(=O)Nc1ccc(-c2ccnc3ncccc23)cc1)c1ccc(Cl)cc1 (stereo unspecified)	-6	7
COCCN(C1CCN(C)CC1)S(=O)(=O)c1ccc(OC)cc1	4	.
COc1ccc(CCNC(=O)c2ccc3nc(Nc4ccncc4)sc3c2)cc1	3	-6
CCCNc1nc(Nc2ccc(-n3ccnc3)cc2)nc2c1ncn2-c1ccccc1	-14	23

Continued.
SMILES	ULK1 inh	ASK1 primary
COc1cc(Nc2cc(C)nc(Nc3nc4ccccc4n3C)n2)cc(OC)c1OC	1	6
COc1cc2nc(NCc3cccnc3)nc(Nc3ccc4c(c3)OCO4)c2cc1OC	-1	15
CCCNc1ccnc(Oc2ccccc2)n1	-9	-18
O=C(NCCCN1CCCC1=O)c1cnc(N2CCN(c3ccccn3)CC2)s1	-8	5
COc1ccc(-c2nc(Nc3ccc(Oc4ccccc4)cc3)c3ncn(C(C)C)c3n2)cc1	7	5
CC(O)c1ccc(Nc2nccc(-c3cccc(NS(C)(=O)=O)c3)n2)cc1 (stereo unspecified)	34	10
CCCCCCCCCCCCCCCCCCN(C)C	-17	.
CCNc1cccc(C(=O)NCCN2CCOCC2)n1	-1	-16
Cc1cnc(CNc2cc(-c3ccc(F)cc3)nc(-c3ccccn3)n2)nc1	2	.
COc1ccc(NC(=O)CNC(=O)C2OC3OC(C)(C)OC3C3OC(C)(C)OC23)cc1 (stereo unspecified)	-1	.
Cc1cc(NC(=O)Cc2csc(NC(=O)c3ccc(Cl)cc3)n2)ccc1Br	-12	.
Fc1ccc(-c2cc(NCCCn3ccnc3)nc(-c3ccccn3)n2)cc1	11	.
CC(C)n1cnc2c(NCCCN3CCCC3=O)nc(N3CCCC3CO)nc21 (stereo unspecified)	5	-3
CC(=O)Nc1ccc(Nc2nc(Nc3cccc(N(C)C)c3)nc3c2ncn3Cc2ccc(C(F)(F)F)cc2)cc1	37	-11
COc1ccc(CCNC(=O)c2cccc(Nc3ccncn3)n2)cc1	-13	-10
Cc1cc(-c2ccc3nc([C@H](N)Cc4cccc(F)c4)[nH]c3c2)ccn1	5	-9
CC(C)n1c(Nc2ccc(C(F)(F)F)cc2)nc2c(N)ncnc21	7	2
O=C1CCCN1CCCNc1nc(NCCO)c2ncn(C3CCCCC3)c2n1	-14	5
Cn1cc(-c2cccc3cnc(NC4CCN(C(=O)N5CCCC5)C4)nc23)cn1 (stereo unspecified)	33	12
OCc1ccccc1O	10	.
CC(=O)Nc1ccc(Nc2ncnc3c2nc(Nc2ccc4ncccc4c2)n3C(C)C)cc1	12	6
O=C(NC1CC1)c1ccc(-c2ncc(C(=O)NC3CCN(Cc4ccccc4)CC3)s2)cc1	10	4
O=C(N/N=C/c1cccc([N+](=O)[O-])c1)c1cc(-c2ccc(Cl)s2)[nH]n1	-1	.
Fc1ccc2c(c1)nc(NCc1ccncc1)c1nccn12	12	.
CCN(CC)C(=O)C1CCCN(c2nc(NCc3ccccc3)c3cc(OC)c(OC)cc3n2)C1 (stereo unspecified)	-4	-6
FC(F)(F)c1cccc(CCNc2nccc(Nc3ccncn3)n2)c1	-6	10
CCN(CC)C(=O)C1CCCN(c2cccc(C(=O)NC3CCN(Cc4ccccc4)CC3)n2)C1 (stereo unspecified)	1	-19
CC(C)C[C@H](NC(=O)[C@H](CCc1ccccc1)NC(=O)CN1CCOCC1)C(=O)N[C@@H](Cc1ccccc1)C(=O)N[C@@H](CC(C)C)C(=O)[C@@]1(C)CO1	11	.
Cc1ncn(-c2ccc(Nc3nccc(Nc4cccc(N5CCOCC5)c4)n3)cc2)n1	1	-7
CNC(=O)c1cc(F)ccc1Nc1cc(Nc2ccc(N3CCCC3=O)cc2)ncc1C(F)(F)F	73*	12
COc1ccc2[nH]c(S(=O)Cc3ncc(C)c(OC)c3C)nc2n1 (stereo unspecified)	7	.
FC(F)(F)c1ccc(Cn2cnc3c(NCc4nc5ccccc5[nH]4)nc(-c4ccccc4)nc32)cc1	-27	-13
O=c1ccc2ccccc2o1	-9	.
O=C(NC1CC1)c1csc(-c2ccccc2)n1	-3	1
O=C(NCc1ccccc1)c1csc(Nc2ccncn2)n1	0&16	14&-8
Fc1ccccc1Nc1ccc2c(cnn2-c2cccc(-c3ncnn3-c3ccccc3)c2)c1	-24	18

Profiles, looked up by structure.
`CCN(CC)C(=O)C1CCCN(c2cccc(C(=O)NC3CCN(Cc4ccccc4)CC3)n2)C1` (stereo unspecified) is listed as ULK1 inh: 1; ASK1 primary: -19
`NC(=O)c1ccc2cnn(-c3ccc(F)cc3)c2c1` is listed as ULK1 inh: -2; ASK1 primary: -2

(list continues)
SMILES	ULK1 inh	ASK1 primary
COc1cccc(CN(C)C(=O)c2n[nH]c3cc(-c4cn[nH]c4)ccc23)c1	-24	-7
O=C(NCc1nc2ccccc2[nH]1)c1cccc(N2CCOCC2)n1	4	2
COc1cc(Nc2cc(C)nc(NCc3cccnc3)n2)cc(OC)c1OC	7	5
FC(F)(F)c1ccc(Nc2nc(NCc3cccc(C(F)(F)F)c3)c3ncn(-c4ccsc4)c3n2)cc1	-14	-12
N[C@H](Cc1cccc(F)c1)c1nc2ccc(-c3cn[nH]c3)cc2c(=O)[nH]1	40	27
O=C(Oc1ccc(C(=O)c2ccccc2)cc1)c1cccnc1	9	.
CCCNC(=O)c1cccc(-c2ccc(OC)cc2)n1	-10	-5
O=C(NCCCN1CCCC1=O)c1csc(N2CCOCC2)n1	-4	-10
CC(=O)c1cccc(-c2cccc(C(=O)Nc3ccc(Oc4ccccc4)cc3)c2)c1	8	4
CCCN(CCC)C(=O)c1ccc(OCC)cc1	4	.
c1ccc(Nc2cccc(-c3ccnc(Nc4cccc(-c5ncn[nH]5)c4)n3)c2)cc1	-48	13
CC(=O)Nc1ccc(NC(=O)c2cccc(Cl)n2)cc1	-9	-12
Nc1nc(Cl)c2[nH]cnc2n1	8	.
CCN(CC)c1nc(NCCCN2CCCC2=O)nc(NCc2cccc(C(F)(F)F)c2)n1	-8	-4
c1cnc(Nc2nc(NCCN3CCOCC3)c3ncn(-c4ccsc4)c3n2)cn1	1	-3
CCN(CC)c1nc(NCc2ccccc2)nc(N2CCCC2CO)n1 (stereo unspecified)	-7	4
O=C(NC1CCN(Cc2ccccc2)CC1)c1ccnc(N2CCCC2CO)c1 (stereo unspecified)	-1	-10
O=C(NC1CCN(Cc2ccccc2)CC1)c1cccc(N2CCN(Cc3ccc4c(c3)OCO4)CC2)n1	-9	-2
Cc1ccccc1N(CC(N)=O)C1SC(=O)NC1=O (stereo unspecified)	-4	.
O=S(=O)(NCCc1csc(-c2cccc(F)c2)n1)c1ccc2ccccc2c1	-13	.
COc1ccc(-c2nc3ccc(C(=O)Nc4cc(OC)c(OC)c(OC)c4)cc3s2)cc1	5	27
Cc1ccc(O)c([C@H](CCN(C(C)C)C(C)C)c2ccccc2)c1	3	.
CCCNC(=O)c1ccc2nc(Nc3cccc(N(C)C)c3)sc2c1	20	13
O=C(O)[C@H]1C[C@@H](CP(=O)(O)O)CCN1	11	.
COc1ccc(-c2cccc(C(=O)Nc3ccc(Oc4ccccc4)cc3)c2)cc1	4	19
O=C(NC1CC1)c1ccc(-c2nc(Nc3ccc(N4CCOCC4)cc3)c3[nH]cnc3n2)cc1	22	-3
CC(C)N(CCNc1nc(NCc2ccc3c(c2)OCO3)nc2c1ncn2C(C)C)C(C)C	5	-8
CC(C)n1c(-c2ccc(C(=O)N3CCN(C)CC3)cc2)nc2c(NCCc3ccc(O)cc3)ncnc21	4	2
Cc1noc(C)c1-c1nc2ncnc(NCCN3CCOCC3)c2[nH]1	8	-9
CCOc1ccc(N2CC(C(=O)Nc3cccc(C(F)(F)F)c3)CC2=O)cc1 (stereo unspecified)	-12	.
NC(=O)C1CCC(Nc2nccc(-c3ccccc3)n2)CC1 (stereo unspecified)	-4	10
Cn1cc([N+](=O)[O-])c(C(=O)c2cccc([N+](=O)[O-])c2)n1	6	.

High-throughput results as filed in PubChem.
